# TNF death inh: inhibitors of TNF-alpha triggered necroptosis, primary screen, cell-based, Jurkat FADD-/-, single concentration; Jurkat FADD-/- TNF necroptosis rescue, ATP luminescence, 24 h; 0 = TNF only, 100 = no-TNF cells; activation (protection from cell death), % at 10 µM; actives 0.068% (n = 220,000);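 active = activation, meaning protection from cell death, of at least 50% relative to plate controls; inactive = activation below 50%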;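 also: necroptosis triggered by 40 ng/mL TNF-alpha added together with compound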
# Wee1 stabilizer: Wee1 degradation inhibitors, primary screen, cell-based, HeLa, Wee1K328M-luciferase, luminescence; Wee1-like protein kinase (Homo sapiens), P30291; HeLa Luc-Wee1K328M stability; 100% = proteasome inhibitor MG132 effect; reporter increase, % at 5 µM; actives 1.2% (n = 220,000);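 active = activation above the mean of all tested compounds plus 3 SD, set per screening run, cut at about 8.8% in these data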;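 also: cells exposed to compound for 20 h before luminescence read; 0% = DMSO alone and 100% = MG132 at 30 µM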
# Target sequence (P30291 whole entry K328M): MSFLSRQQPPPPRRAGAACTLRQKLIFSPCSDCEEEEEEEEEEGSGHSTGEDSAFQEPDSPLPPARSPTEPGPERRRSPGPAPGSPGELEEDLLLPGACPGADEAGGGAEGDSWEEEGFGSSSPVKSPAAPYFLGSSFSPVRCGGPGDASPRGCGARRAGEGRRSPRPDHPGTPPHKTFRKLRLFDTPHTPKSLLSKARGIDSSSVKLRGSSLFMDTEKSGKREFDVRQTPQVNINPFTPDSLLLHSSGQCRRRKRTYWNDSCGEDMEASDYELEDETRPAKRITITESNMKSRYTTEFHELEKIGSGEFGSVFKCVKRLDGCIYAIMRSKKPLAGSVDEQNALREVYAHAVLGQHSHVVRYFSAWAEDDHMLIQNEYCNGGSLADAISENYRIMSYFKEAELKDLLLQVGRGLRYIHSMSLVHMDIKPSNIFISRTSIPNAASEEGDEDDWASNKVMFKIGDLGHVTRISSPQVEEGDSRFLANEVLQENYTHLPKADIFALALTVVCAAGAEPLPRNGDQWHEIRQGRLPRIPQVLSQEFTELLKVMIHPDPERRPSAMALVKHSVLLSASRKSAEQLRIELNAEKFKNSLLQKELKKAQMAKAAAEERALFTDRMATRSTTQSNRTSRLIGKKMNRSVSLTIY
# RBBP9 inh: human RBBP9 inhibitors, primary screen, biochemical, fluorescence polarization, FP-Rh probe, HTS. inhibition, % at 7.94 µM. recombinant RBBP9. actives 0.2% (n = 220,000). AID 1515, 2009;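 active = inhibition above the campaign mean of all tested compounds plus 3 SD, cut at about 14% in these data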;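 also: plate controls were DMSO wells with RBBP9 for no effect and wells lacking RBBP9 protein for full effect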
# Target sequence (O75884 whole entry, looked up): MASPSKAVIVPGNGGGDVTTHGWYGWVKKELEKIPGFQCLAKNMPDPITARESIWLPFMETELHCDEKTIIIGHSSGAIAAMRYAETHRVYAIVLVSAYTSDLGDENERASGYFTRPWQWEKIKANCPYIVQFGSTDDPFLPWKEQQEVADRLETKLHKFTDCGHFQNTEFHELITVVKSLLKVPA
#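 System: RBBP9 protein / Quantity: 2.5 µM RBBP9 dispensing solution, before mixing / Also added: Serine-hydrolase probe FP-Rh, 375 nM pre-mixing / Dosing: 7.94 µM single dose, 0.794% DMSO / Timing: enzyme-compound preincubation 30 min, then probe labeling 45 min, 25 °C / Signal: FP readout at 525/598 nm / Controls: DMSO-treated enzyme wells and wells lacking RBBP9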
# TRPML3 agonist: human TRPML3 channel agonists, primary screen, cell-based, HEK293 TRPML3-YFP, Fluo-8 calcium fluorescence, 3 µM; actives 0.29% (n = 220,000); 100% = the carbachol control signal; AID 1448, 2008; activation, % at 3 µM; Mucolipin-3 (Homo sapiens), Q8TDD5;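 active = activation above its plate's cutoff, the mean activation of the plate's test wells plus 3 SD, cut at about 12% in these data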;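 also: 0% = DMSO only wells and 100% = carbachol wells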
#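 Material: HEK293 cells stably carrying human TRPML3-YFP; compound dosing: single dose, 3 µM final nominal compound, 0.3% DMSO final; incubation: 1-h 37 °C dye load, 5-s basal, 120-s post-compound reads; technique: Fluo-8 intracellular calcium fluorescence, excitation 470-495 nm, emission 515-575 nm; read-out basis: percent activation from peak-to-basal fluorescence ratio, scaled between DMSO and carbachol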
# BaF3 parental: parental Ba/F3 cell viability inhibition, counter-screen for JAK2V617F inhibitor project, murine pro-B, CellTiter-Glo luminescence | CellTiter-Glo ATP luminescence | inhibition, % at 5.6 µM | actives 1.1% (n = 220,000) | AID 1486, 2009;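 active = inhibition above a per-campaign cutoff, the mean inhibition of all tested compounds plus 3 SD, cut at about 27% in these data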;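 also: 0% = DMSO wells and 100% = JAK Inhibitor I control wells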
# PPC-1+TRAIL kill: compounds killing PPC-1 cancer cells with TRAIL present, primary screen, TRAIL potentiator project, ATPLite luminescence, uHTS | PPC-1 cells + TRAIL, ATPLite viability luminescence | actives 0.41% (n = 220,000) | cell killing (% activity), % at 4 µM | AID 1443, 2008;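 active = cell killing above 50% in the first pass at 4 µM, then a duplicate retest at 5 µM averaging 50% or more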;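 also: plate controls were cells with TRAIL plus DMSO for no effect and medium-only wells lacking cells for full effect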
# Ba/F3 V617F tox: reduced viability of JAK2V617F-dependent Ba/F3 cells, primary screen, JAK2V617F inhibitor project, cell-based, Ba/F3 EpoR-JAK2V617F, luminescence. ATP luminescence. inhibition, % at 5.6 µM. AID 1446, 2008. actives 1.1% (n = 220,000);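 active = inhibition above the campaign mean plus 3 SD over all tested compounds, cut at about 24% in these data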;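 also: cytokine-independent growth of Ba/F3 cells driven by EpoR plus mutant JAK2; 0% = DMSO-treated cells and 100% = JAK inhibitor I control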
# TRPN1 ag: zebrafish TRPN1 channel agonists, primary screen, cell-based, HEK293, calcium fluorescence. transient receptor potential cation channel N1 (TRPN1/NompC), Danio rerio. HEK293 zebrafish TRPN1-YFP, Fluo-8 calcium fluorescence; 100% = response to 87 µM carbachol. activation, % at 3 µM. actives 0.18% (n = 220,000). AID 1424, 2008;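 active = activation above its plate's cutoff, the mean activation of test wells on that plate plus 3 SD, cut at about 19% in these data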;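 also: 0% = DMSO alone and 100% = 87 µM carbachol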
#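 Assay system: Zebrafish TRPN1-YFP in HEK293 cells | Incubation: Dye loading 1 h at 37 °C, then 30 min room temperature | Measured by: Kinetic Fluo-8 fluorescence, ex 470-495, em 515-575 nm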
# CHOP inhibitor: inhibitors of CHOP promoter induction, primary screen, cell-based, unfolded protein response, luciferase reporter. CHO-K1 CHOP-promoter luciferase, tunicamycin-induced, 15-18 h. inhibition, % at 10 µM. actives 3.8% (n = 220,000). AID 2732, 2010;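 active = compounds that reduced the stress-induced luciferase reporter signal by more than about 70% of percent inhibition, limit read from the data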;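 also: 0% = tunicamycin plus vehicle and 100% = wells without tunicamycin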
# The depositor's hits bear a star; x = not tested or not shown.
SMILES,TNF death inh,Wee1 stabilizer,RBBP9 inh,TRPML3 agonist,BaF3 parental,PPC-1+TRAIL kill,Ba/F3 V617F tox,TRPN1 ag,CHOP inhibitor
CCCCc1nnc(NC(=O)C(=O)OCC)s1,1.6,1.3,-8.9,0.5,0.1,2.7,-3.1,0.3,5.7
Clc1cccc(Cl)c1-c1nnc2cccc(Cl)n12,-1.7,11.9*,-1.1,0.7,-3.7,20.1,-5.1,1.4,27.0
Cc1ccc(C)c(OCCCCn2cnc3ccccc3c2=O)c1,-4.2,-1.8,-7.3,-1.6,5.3,6.4,-0.3,-1.1,8.1
O=C(Nc1ccc(N2CCOCC2)cc1)c1ccc(Cl)nc1,1.5,-0.8,-8.3,1.6,2.1,11.6,0.4,0.6,-12.2
COc1ccc(NC(=O)CCNC(=O)Cn2cnc3ccccc3c2=O)c(OC)c1,0.0,0.0,-6.5,-0.6,4.1,5.4,-2.4,1.0,15.9
Cc1ccccc1Cn1ccc(-c2ccc3c(c2)OCO3)n1,0.2,3.6,-9.6,-0.1,2.5,-0.7,0.1,-1.1,-26.0
O=[N+]([O-])c1ccc(N2CCN(C(=S)Nc3ccccc3)CC2)cc1,0.5,-0.2,-1.9,0.4,5.6,18.6,0.4,0.5,24.9
O=C(Cc1cccc2ccccc12)N/N=C/c1ccncc1,-0.4,-2.3,-3.6,0.8,4.8,1.0,0.9,0.9,15.2
Cc1cc2c3c(c1C)C1(C(=O)N3C(C)(C)CC2C)C(C#N)=C(N)Oc2n[nH]c(C)c21 (configuration not stated),-3.7,-0.4,-6.6,-0.1,0.3,-15.7,-3.6,-2.0,25.6
N/C(=N\OC(=O)Cc1ccccc1[N+](=O)[O-])c1ccncc1,0.1,-3.0,-9.6,0.7,2.4,29.4,-1.2,-1.2,-8.7
O=C(COc1ccccc1)NCC(=O)Nc1cccc(S(=O)(=O)NC2=NCCC2)c1,1.4,-3.4,-2.2,1.3,4.2,9.2,-1.5,-0.1,2.5
CCCCOc1cccc(C(=O)NC(=S)Nc2cccc(C(F)(F)F)c2)c1,0.8,-0.8,-3.0,0.7,5.4,19.7,-0.2,1.1,39.3

# The final four records of the part above are carried over, then new ones follow.
SMILES,TNF death inh,Wee1 stabilizer,RBBP9 inh,TRPML3 agonist,BaF3 parental,PPC-1+TRAIL kill,Ba/F3 V617F tox,TRPN1 ag,CHOP inhibitor
Cc1cc2c3c(c1C)C1(C(=O)N3C(C)(C)CC2C)C(C#N)=C(N)Oc2n[nH]c(C)c21 (configuration not stated),-3.7,-0.4,-6.6,-0.1,0.3,-15.7,-3.6,-2.0,25.6
N/C(=N\OC(=O)Cc1ccccc1[N+](=O)[O-])c1ccncc1,0.1,-3.0,-9.6,0.7,2.4,29.4,-1.2,-1.2,-8.7
O=C(COc1ccccc1)NCC(=O)Nc1cccc(S(=O)(=O)NC2=NCCC2)c1,1.4,-3.4,-2.2,1.3,4.2,9.2,-1.5,-0.1,2.5
CCCCOc1cccc(C(=O)NC(=S)Nc2cccc(C(F)(F)F)c2)c1,0.8,-0.8,-3.0,0.7,5.4,19.7,-0.2,1.1,39.3
CN(/N=C/c1ccc([N+](=O)[O-])o1)c1ccccc1,-6.8,3.4,-0.8,-1.6,3.4,-30.2,2.7,-2.7,12.3
Cc1ccc(NC(=S)NCCc2ccc(S(N)(=O)=O)cc2)cc1C,-0.3,-3.0,4.2,0.1,5.3,0.4,-0.8,0.5,1.7
CCn1c(SCC(=O)Nc2ccc3c(c2)OCO3)nnc1-c1cnccn1,-1.4,-0.9,6.1,-0.5,0.8,11.5,-1.9,-0.8,x
CN(c1ccccc1)S(=O)(=O)c1cccc(NC(=O)Cc2c(F)cccc2Cl)c1,1.8,-0.2,-8.4,0.7,4.1,10.9,0.5,1.5,43.2
CC(C)(C)NC(=O)CN(C(=O)CS(=O)CC(=O)Nc1ccc(F)cc1)c1cccc(F)c1 (configuration not stated),0.2,1.8,-9.9,1.4,1.6,13.4,-0.2,-1.1,11.2
Cc1ccc(NC(=O)CSc2nnc(-c3cccnc3)n2CCN2CCCCC2)cc1,1.9,-2.3,-2.9,0.4,-0.4,8.0,-3.5,-1.0,-1.3
Cc1cc(C)n2nc(CC(=O)NC3CCCC(C)C3C)nc2n1 (configuration not stated),-2.6,0.3,-3.7,1.5,2.0,17.7,-1.8,1.9,-4.6
COc1ccccc1-c1c(C#N)c(N)nc2c1CCc1ccccc1-2,-6.3,8.8,-10.2,-1.2,8.2,17.9,11.7,-3.2,26.4
O=C(NCc1cn(-c2ccccc2)nc1-c1ccccc1)c1ccc([N+](=O)[O-])cc1,3.7,-1.8,-12.8,1.1,5.8,25.5,1.7,0.2,56.0
COc1ccc(S(=O)(=O)N(C)CC(=O)Nc2cccc(C(C)=O)c2)cc1C,-2.4,-0.1,-6.2,0.2,3.3,-21.7,-0.2,-0.3,26.6
O=C(O)c1ccc(NC(=S)NC(NC(=O)c2ccco2)C(Cl)(Cl)Cl)cc1 (configuration not stated),0.6,-1.2,-8.6,0.3,1.7,-11.8,-0.4,-1.2,25.3
Cc1cc(C)n(CCc2nc(-c3ccc(-c4ccccc4)cc3)cs2)n1,-4.3,0.4,-4.0,0.9,6.2,23.5,-1.6,2.6,59.5
NS(=O)(=O)c1ccc(NC(=O)Cn2ncc3c2-c2ccccc2OC3)cc1,0.8,4.3,-9.3,0.9,4.5,20.9,-3.5,1.9,-9.8
CC(=O)NC(=S)Nc1cccc2c(C)cc(C)nc12,-0.7,-1.9,2.1,0.3,7.1,4.9,4.5,0.8,5.6
O=c1nc2s/c(=C\c3ccc(-c4ccccc4[N+](=O)[O-])o3)c(=O)n2nc1-c1ccccc1,-1.0,-0.9,-5.9,0.4,6.3,-6.2,0.9,-0.2,6.1
CCOC(=O)c1c(NC(=O)CSc2nnc(-c3ccncc3)n2Cc2ccco2)sc(C(C)=O)c1C,-0.9,8.4,-4.2,0.5,0.2,x,-1.9,-0.4,x
CCOC(=O)C1=C(c2ccccc2)NC(=O)NC1c1ccc(OC)cc1 (configuration not stated),1.8,-2.7,-4.7,-0.2,7.2,6.3,3.3,-0.1,-13.6
O=C(CN1CCCCC1)NCCNC(=O)CN1CCCCC1,0.7,0.6,1.1,0.3,2.0,14.2,1.0,0.1,0.1
Cc1cnn(CCC(=O)NNC(=S)Nc2ccc(F)cc2)c1,-1.8,-0.2,-5.8,0.8,0.8,7.8,2.0,-0.5,-12.8
Cc1cccc(C(C)Nc2ccc([N+](=O)[O-])cn2)c1 (configuration not stated),36.4,-2.0,-5.4,-1.3,1.8,38.2,-1.5,-0.5,1.9
Cc1ccccc1-c1nnc2c3ccccc3c(C)nn12,-5.0,-1.5,-8.8,-0.5,2.5,1.2,-0.5,-1.0,16.6
COc1ccc(C(=O)CC2OC(=O)c3c2ccc(OC)c3OC)cc1 (configuration not stated),1.1,0.3,-6.9,0.6,3.8,13.9,-2.1,0.8,-0.3
O=C(COC(=O)c1ccccc1Nc1ccccc1)NCc1ccccc1,-1.6,-3.5,-9.1,-0.4,4.0,13.9,-2.4,-0.9,9.4
NNC(=O)C(=O)/C=C1\NC2(CCCC2)Cc2ccccc21,-1.2,5.0,3.2,1.4,0.5,14.8,-0.7,0.5,16.3
CSc1ccc(CCNC(=O)c2cc(C)nn2-c2ccccc2)cc1,-0.2,-2.0,2.4,0.0,-9.0,-23.7,-1.0,0.3,-5.2
Cc1cc(C)c(-n2nnnc2SCC(=O)c2cc3ccccc3o2)c(C)c1,3.9,1.4,-6.5,0.7,-2.7,20.8,-4.3,0.0,7.5
COC(c1ccccc1)c1nnc(CCC(=O)NCc2ccc3ncccc3c2)o1 (configuration not stated),0.2,-0.5,2.5,-0.1,4.6,x,-1.3,0.4,39.2
CN1CCN(c2ccc(Cl)cc2NC(=O)c2cccc(S(=O)(=O)N(C)C)c2)CC1,2.2,-3.3,-1.4,1.3,3.6,19.6,-0.4,2.7,-0.9
CC(C)(C)c1ccc(OCCCC(=O)Nc2ccc(S(N)(=O)=O)cc2)cc1,6.4,-1.1,-5.6,0.0,1.8,1.5,-4.0,1.0,55.3
Cc1ccc(OCC(=O)NN=C2c3ccccc3-c3ccccc32)cc1,-2.1,-1.4,-5.2,0.2,-0.8,15.4,1.2,-1.1,64.6
O=C(/C=C/c1ccc2c(c1)OCO2)c1ccc(F)cc1,-0.7,-2.8,-1.4,0.5,5.8,6.2,0.3,0.2,-23.9
Cc1nn(C)c(C)c1NC(=O)Nc1ccc(Cl)c(Cl)c1,3.6,1.1,-18.4,0.7,-2.3,0.3,-5.7,1.1,8.0
COc1cccc(COC(=O)c2nn(-c3ccccc3)nc2N)c1,0.7,-0.3,-5.0,0.5,0.2,6.5,-5.3,-1.2,7.7
CCCCCCn1c(SCC(=O)c2c(N)n(C)c(=O)n(C)c2=O)nc2ccccc21,1.0,1.6,-1.3,0.3,-0.7,-5.6,-5.6,-0.4,-14.8
COC(=O)c1sc(S(=O)(=O)Nc2ccc(C)c(C)c2)c(C(=O)OC)c1C,2.6,2.2,1.3,-1.2,0.7,10.8,-5.3,-2.1,0.8
CCN(CC)CCCNC(CC(=O)Nc1cccc([N+](=O)[O-])c1)C(=O)O (configuration not stated),1.9,-2.2,-3.3,0.9,3.0,6.9,0.0,0.1,-5.2
Cc1cccc(NC(=S)NNC(=S)NCc2ccccc2)c1,0.9,0.5,6.7,-1.0,0.6,8.9,-2.1,-4.3,11.2
COCCCNC(=O)C1CCCN(S(=O)(=O)c2ccc(C)cc2)C1 (configuration not stated),0.1,1.3,-4.2,0.7,2.9,7.9,-2.3,-0.5,-5.7
CCOc1ccccc1C(=O)NCCCN1CCN(CCCNC(=O)c2ccccc2OCC)CC1,-0.8,-1.3,-5.7,0.3,5.3,3.8,-4.2,-1.8,30.4
O=S(=O)(c1ccc(Oc2ccc(S(=O)(=O)N3CCOCC3)cc2)cc1)N1CCOCC1,-1.8,2.7,-12.9,1.3,2.5,-2.0,1.9,4.3,11.7
COCC(=O)N1CCC(Oc2ccc(C(=O)NCc3cnc(C)cn3)cc2)CC1,0.6,-2.7,-4.2,1.2,4.6,6.7,-1.6,0.5,7.0
